PAFAH2 inh: PAFAH2 enzyme inhibitors, primary screen, biochemical, fluorescence polarization, human; Platelet-activating factor acetylhydrolase 2, cytoplasmic (Homo sapiens), Q99487; recombinant PAFAH2, FP-rhodamine activity probe; inhibition, % at 3.39 µM; 0.99% of 340,000 active; AID 492956, 2010;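 active = inhibition above the mean over all tested compounds plus 3 SD, cut at about 30% in these data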;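 also: inhibitors block probe labeling of enzyme so polarization drops; 0% = enzyme with DMSO and 100% = wells lacking PAFAH2 protein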
LYPLA2 inh: LYPLA2 inhibitors, primary screen, counter-screen for PME1 inhibitor project, biochemical, fluorescence polarization, FP-Rh probe ABPP. Acyl-protein thioesterase 2 (Homo sapiens), O95372. recombinant LYPLA2. inhibition, % at 5.9 µM. 0.38% of 320,000 active;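 active = inhibition above the screen-wide mean plus 3 SD, limit set per campaign, cut at about 26% in these data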;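 also: 0% = LYPLA2 with DMSO and 100% = wells lacking LYPLA2 enzyme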
Target sequence (O95372 whole entry, looked up): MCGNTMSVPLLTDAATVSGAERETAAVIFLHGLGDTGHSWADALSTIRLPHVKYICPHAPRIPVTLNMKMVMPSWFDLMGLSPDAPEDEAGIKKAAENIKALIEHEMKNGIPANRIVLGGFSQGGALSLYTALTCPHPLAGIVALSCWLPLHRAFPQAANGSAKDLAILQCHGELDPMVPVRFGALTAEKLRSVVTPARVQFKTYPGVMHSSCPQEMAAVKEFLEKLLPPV
PREPL inhibitor: PREPL enzyme inhibitors, primary screen, biochemical, fluorescence polarization | recombinant PREPL, fluorescence polarization activity-based probe | 0.68% of 320,000 active | inhibition, % at 5.96 µM; in the data active = inhibition above about 43%;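 also: 0% = enzyme with DMSO and 100% = wells lacking enzyme; many of its hits are not listed in these tables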
PAFAH1B3 inh: PAFAH1B3 enzyme inhibitors, primary screen, biochemical, fluorescence polarization, human; AID 492972, 2010; 0.28% of 340,000 active; inhibition, % at 3.39 µM; recombinant PAFAH1B3, FP-rhodamine probe;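 active = inhibition above the screen-wide average of all tested compounds plus 3 SD, cut at about 25% in these data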;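 also: 0% = enzyme with DMSO only and 100% = wells lacking PAFAH1B3 protein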
pPAFAH inh: pPAFAH enzyme inhibitors, primary screen, biochemical, fluorescence polarization, human | Platelet-activating factor acetylhydrolase (Homo sapiens), Q13093 | recombinant pPAFAH, FP-rhodamine probe fluorescence polarization | inhibition, % at 3.39 µM | 1.5% of 330,000 active | AID 463082, 2010;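 active = inhibition above the mean inhibition across the screen plus 3 SD, cut at about 25% in these data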;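 also: inhibitors block binding of the rhodamine activity-based probe so polarization drops; 0% = enzyme with DMSO and 100% = wells lacking pPAFAH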
Target sequence (Q13093 whole entry, looked up): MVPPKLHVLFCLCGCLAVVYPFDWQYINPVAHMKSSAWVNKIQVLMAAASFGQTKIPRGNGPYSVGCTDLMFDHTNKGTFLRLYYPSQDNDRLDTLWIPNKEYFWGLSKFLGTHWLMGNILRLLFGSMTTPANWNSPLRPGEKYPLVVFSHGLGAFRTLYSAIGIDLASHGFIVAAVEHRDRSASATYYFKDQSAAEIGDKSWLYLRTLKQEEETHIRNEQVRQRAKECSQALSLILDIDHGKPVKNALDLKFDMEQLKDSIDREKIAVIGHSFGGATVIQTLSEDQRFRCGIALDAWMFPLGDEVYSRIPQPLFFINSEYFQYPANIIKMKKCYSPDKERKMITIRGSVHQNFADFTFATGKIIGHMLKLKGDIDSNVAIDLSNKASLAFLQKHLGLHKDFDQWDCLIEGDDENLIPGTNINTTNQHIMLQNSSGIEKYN
LYPLA1 inh: LYPLA1 inhibitors, primary screen, counter-screen for PME1 inhibitor project, biochemical, fluorescence polarization, FP-Rh probe ABPP | recombinant LYPLA1 | inhibition, % at 5.9 µM | 0.16% of 320,000 active;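 active = inhibition above the mean of all tested compounds plus 3 SD, set per campaign, cut at about 14% in these data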;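 also: inhibitors block serine hydrolase probe labeling of LYPLA1 so polarization falls; 0% = enzyme with DMSO and 100% = wells lacking LYPLA1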
Target sequence (O75608 whole entry, looked up): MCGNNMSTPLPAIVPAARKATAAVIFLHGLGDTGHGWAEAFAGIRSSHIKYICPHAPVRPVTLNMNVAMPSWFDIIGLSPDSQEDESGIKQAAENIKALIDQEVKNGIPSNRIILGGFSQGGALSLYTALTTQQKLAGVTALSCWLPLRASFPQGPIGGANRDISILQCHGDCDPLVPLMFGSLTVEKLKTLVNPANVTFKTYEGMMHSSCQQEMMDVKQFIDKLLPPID
ZTA counter: blocks Epstein-Barr virus ZTA, an EBNA-1 counter-screen; P03206; AID 2234; inhibition, % at 11 µM; ZTA-DNA binding, fluorescence polarization; 0.15% of 320,000 active; in the data active = inhibition above about 33%
PAFAH1B2 inh: PAFAH1B2 enzyme inhibitors, primary screen, biochemical, fluorescence polarization, human; Platelet-activating factor acetylhydrolase IB subunit alpha2 (Homo sapiens), P68402; recombinant PAFAH1B2, FP-rhodamine activity probe; inhibition, % at 3.39 µM; 1.2% of 340,000 active; AID 492953, 2010;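 active = inhibition above the mean of all tested compounds plus 3 SD, cut at about 24% in these data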;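 also: 0% = enzyme with DMSO and 100% = wells lacking PAFAH1B2; many of its hits are not listed in these tables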
EBNA-1 inh: EBNA-1 DNA-binding inhibitors, primary screen, biochemical, fluorescence polarization; inhibition, % at 14.8 µM; 0.34% of 300,000 active; AID 1950, 2009; in the data active = inhibition above about 28%
* = called active by the depositor; x = no result given. Not all compounds are listed; count on the stated rates, not on these rows.

Below each SMILES: PREPL inhibitor, ZTA counter, PAFAH1B3 inh, PAFAH1B2 inh, LYPLA2 inh, LYPLA1 inh, pPAFAH inh, EBNA-1 inh, PAFAH2 inh
CCCCn1c(N)c(N(CC(C)C)C(=O)CN(C)S(=O)(=O)c2ccc(F)cc2)c(=O)[nH]c1=O
  18.9, -4.4, 7.5, 2.1, 1.3, -3.1, 2.3, 2.8, -0.1
COc1ccc(CNC(=O)C(c2ccco2)N(Cc2ccccc2)C(=O)Cc2cccs2)cc1 (stereo not given)
  -3.7, 4.2, -2.9, 4.8, 0.5, -0.4, 3.8, 8.2, -5.9
COc1ccc(N(C)S(=O)(=O)c2cccc(C(=O)Nc3nnc(C4CC4)s3)c2)cc1
  -1.8, 19.1, 6.9, 2.5, -1.0, -5.8, 5.2, 3.4, 2.6
CC(=O)N1c2ccc3ccccc3c2C2C=CCC2C1c1ccc(Br)cc1 (stereo not given)
  2.5, -1.9, x, x, -5.0, -5.2, 14.4, 3.1, x
CCOC(=O)C(C)Oc1c(C(=O)OC)sc2ncccc12 (stereo not given)
  11.4, 2.2, 9.7, 1.6, -4.7, -2.1, 5.5, 3.3, 3.4
CC(Oc1ccc2c(c1)oc(=O)c1ccccc12)C(=O)NCCCN1CCOCC1 (stereo not given)
  1.8, -12.7, 5.4, 0.4, 10.0, 2.0, 4.3, 6.5, 2.3
CCn1c(=O)cc(SCC(=O)Nc2cccc(C)n2)c2ccccc21
  -10.9, 2.5, 3.0, 4.6, -2.4, -2.8, -4.5, 10.0, 1.6
Cc1ccccc1NC(=O)c1ccccc1NC(=O)c1cccs1
  -32.8, -4.9, 10.4, 4.0, 1.3, -0.1, 3.0, 4.8, -6.6
CC(=O)c1ccc(N(C(=O)CNC(=O)c2ccco2)C(C(=O)NC2CCCC2)c2cccnc2)cc1 (stereo not given)
  1.3, -2.3, 3.5, 0.7, -9.2, -1.8, 3.5, 1.8, 7.0
COc1ccccc1C(=O)NCC(=O)OCC(=O)Nc1cccc(S(=O)(=O)N(C)C)c1
  1.9, 1.4, 7.2, 6.9, -2.4, -3.6, -0.6, -9.5, 4.9
C/C(=N/N=C(/C)c1cccs1)c1cccs1
  0.5, 1.0, -3.2, 2.8, 6.6, 0.6, -1.8, -0.2, 2.4
CS(=O)(=O)c1ccc(-c2cn3cc(C(=O)O)ccc3n2)cc1
  14.2, 3.7, 9.6, 7.3, 6.5, 1.2, 0.6, 6.4, 9.5
CCc1cccc(NC(=O)c2cccc3c2C(=O)N(C2CCCCC2)C3)c1
  2.5, -9.0, 2.4, -2.3, -0.6, -1.1, 0.5, -6.3, -2.7
O=C(Nc1cccc(Cl)c1)N1CCC(CO)(CCOc2ccccc2)CC1
  8.1, -17.4, 1.7, -0.7, 7.6, -1.6, -2.1, -4.7, -7.5
CC(C)Oc1ccc(C(=O)/C(=C\c2cccs2)c2nc3ccccc3o2)cc1
  -4.0, 4.0, 5.3, 0.6, -13.4, -8.8, -3.6, -12.6, -1.5
CCCn1nnnc1SCC(=O)N1C(C)CCCC1C (stereo not given)
  6.4, -1.8, -8.5, -2.1, -2.9, -3.7, -1.1, 1.0, 2.9
CC(=O)Nc1cccc(OCC(=O)NC(C)c2ccc3ccccc3c2)c1 (stereo not given)
  -7.6, 3.5, -5.2, 7.1, 0.1, -4.9, 6.3, -2.5, -9.3
CCc1nnc(NC(=O)CSc2nnc(CNC(=O)c3ccc(OC)c(OC)c3)o2)s1
  -2.0, -5.4, 0.5, 4.5, 0.2, 0.9, -0.4, -2.5, 6.4
COC(=O)C(Cc1ccccc1)OS(N)(=O)=O (stereo not given)
  -0.8, -11.2, 1.9, 7.2, -8.7, -3.0, 3.3, 13.4, 4.6
Cc1ccc2nc(-c3ccc(NC(=O)CN4C(=O)NC(C)(c5ccc(OC(F)F)cc5)C4=O)cc3)sc2c1 (stereo not given)
  -5.1, 7.5, -3.9, -11.5, -30.1, -13.3, -7.3, 39.7*, -32.2

(list continues)
Below each SMILES: PREPL inhibitor, ZTA counter, PAFAH1B3 inh, PAFAH1B2 inh, LYPLA2 inh, LYPLA1 inh, pPAFAH inh, EBNA-1 inh, PAFAH2 inh
Cc1cc(-c2nnc3n2N=C(c2ccccc2)CS3)n[nH]1
  -0.7, -2.1, 4.7, 3.9, 2.7, -0.3, 0.5, -2.1, 3.0
Cc1cc(C)nc(SCC(=O)N/N=C/c2cccs2)n1
  1.6, 2.8, -8.1, -0.9, 4.4, -1.4, -1.8, -4.4, 6.6
Cn1cnnc1Sc1ccc(S(C)(=O)=O)cc1[N+](=O)[O-]
  -1.2, -0.8, -1.7, 3.8, -6.9, 2.5, 6.0, -9.0, 2.7
CCCc1nc(NCCO)c(C#N)c2c1CCCC2
  6.3, 3.4, x, x, -0.9, 2.0, 8.0, -1.8, x
c1ccc(Cn2nnc3c(N4CCCC4)ncnc32)cc1
  23.9, -7.2, 1.3, -3.0, -1.6, 5.2, -0.5, 0.5, 8.4
Cc1onc(NC(=O)NC(=O)c2c(F)cccc2Cl)c1Br
  -1.1, -6.8, 3.6, 4.9, 4.2, 0.8, -2.5, -14.9, -3.3
O=C(CSc1nnnn1C1CCCCC1)N1CCOCC1
  2.2, -10.3, -2.3, -0.1, 2.7, -1.3, 6.0, 7.6, 2.0
Cc1cccc(NC(=O)NC2(C(=O)NCc3ccco3)CCCCC2)c1
  9.6, 6.8, 14.8, 0.0, 1.9, 3.5, -1.4, 7.3, -15.4
O=C(NCc1ccccc1)c1ccc(NC(=O)c2ccco2)cc1
  -1.8, 3.3, 10.0, 5.4, 6.9, -0.3, 2.9, -2.7, -0.6
CCOc1ccc(CC(=O)NCC2(N3CCCCC3)CCCCC2)cc1
  5.0, 10.3, 2.2, -0.3, -1.9, 2.1, -0.1, 6.7, -2.7
Cc1nn(C)cc1S(=O)(=O)Nc1ccccc1Br
  -2.1, -2.5, -1.0, 2.4, 0.1, 2.3, -0.1, -5.7, 1.6
O=C(CN1C(=O)C2CC=CCC2C1=O)NC1CCCCC1 (stereo not given)
  -1.9, -12.4, -1.0, 3.0, -1.8, -2.8, 3.0, 3.3, 9.2
CCCCN(C(=O)COC(=O)c1nc2nccc(C)n2n1)C1CCS(=O)(=O)C1 (stereo not given)
  6.4, 1.2, 2.7, 4.9, -3.7, -1.6, 1.0, x, 1.3
CCOC(=O)N1CCN(C(=O)C(CC(C)C)NS(=O)(=O)c2ccc(C)cc2)CC1 (stereo not given)
  -3.8, 1.0, -1.1, 0.1, -2.5, -1.4, -2.4, x, -0.7
Cc1ccc(NC(=O)n2ncc3c(C)cccc32)c(C)c1
  30.6, 1.1, -4.6, 0.0, -3.2, -1.7, -5.3, -0.7, 6.9
CC(C)CNC(=O)CSc1n[nH]c(=O)n1CCc1ccccc1
  -1.8, 3.7, -2.3, 3.9, -6.2, 3.6, 4.8, -0.3, -6.0
Cc1ccccc1Cn1c(C)cc(C)c(C#N)c1=O
  -4.1, 11.3, -1.3, -1.4, 1.9, -1.2, 5.6, 0.1, 1.5
Cc1cc(OCCn2cncn2)ccc1[N+](=O)[O-]
  -12.7, -12.0, -1.3, -0.1, 0.7, 1.3, 0.8, -4.0, 7.9
COC(=O)C1=C(C(=O)OC)[C@@H]2Nc3ccccc3[C@@]23C[C@@H](C(=O)OC)N(C(C)=O)C3=N1
  -3.8, 9.0, 3.6, 5.5, -9.2, -2.4, 3.9, 6.2, 6.5
Cc1sc2nc(CN3CCOCC3)nc(NS(=O)(=O)c3ccc4c(c3)OCCO4)c2c1C
  -1.2, 12.6, -4.3, 6.2, -3.5, -1.4, 14.9, 8.1, 11.5

New compounds follow.
Below each SMILES: PREPL inhibitor, ZTA counter, PAFAH1B3 inh, PAFAH1B2 inh, LYPLA2 inh, LYPLA1 inh, pPAFAH inh, EBNA-1 inh, PAFAH2 inh
O=S(=O)(Nc1nc2ccccc2s1)c1ccc(Br)s1
  6.3, -18.6, 0.1, -4.1, 3.0, -2.0, 3.6, -7.9, 11.1
Cc1cc(C(=O)N/N=C/c2ccccc2[N+](=O)[O-])c(C)o1
  4.3, 7.8, 3.8, 5.7, 0.3, -0.8, -0.7, -2.8, 1.9
CCOc1ccc(-c2nn(-c3ccccc3)cc2/C=C(\C#N)S(=O)(=O)c2ccccc2)cc1C
  -1.1, 5.9, 7.2, 0.7, 0.3, -3.2, -0.7, 9.8, 3.5
Cc1cccc(N/C(=N/S(=O)(=O)c2ccccc2)c2ccccc2)n1
  -2.6, 5.1, 2.0, 4.6, -0.7, 0.7, 1.0, -0.2, 14.1
C=C(C)C(=O)Nc1nnc(-c2cccs2)s1
  -5.3, -4.1, 18.8, 1.6, -3.4, -3.3, 1.0, -0.8, -3.1
COC(=O)CN(C#N)c1nc(NC(C)C)nc(OC)n1
  15.8, -3.7, 10.6, 1.3, 3.4, 2.8, -2.5, 0.6, 3.1
COc1ccccc1OCC(O)CO (stereo not given)
  -5.5, -2.7, 12.7, 0.8, -1.9, 1.8, -0.4, -1.5, 1.9
CCN1CCN(c2ccc(S(=O)(=O)N3CCCCC3)cc2NC(=O)/C=C/c2cc(OC)ccc2OC)CC1
  11.1, 11.8, -1.7, -7.3, -3.8, -7.2, 26.2*, 7.7, -0.5
CCOC(=O)c1nnn(CC(=O)Nc2ccccc2OC)c1C(=O)OCC
  -8.6, 0.3, 0.2, 4.5, 3.6, 0.0, 0.8, 5.6, -4.3
CCN(CC)Cc1c(C(=O)N/N=C/c2cccc(OCc3ccc(F)cc3)c2)nnn1-c1nonc1N
  7.1, 9.7, -9.3, -6.2, -11.2, -3.3, 1.7, 2.2, -18.0
COc1ccc(S(=O)(=O)Nc2noc3ccccc23)cc1OC
  11.1, 10.3, -6.8, 2.1, -6.8, 1.9, -3.9, -8.3, 6.0
Cc1ccc(OCC(=O)N/N=C/c2ccc([N+](=O)[O-])o2)cc1
  11.9, -10.5, 7.5, -4.4, -2.2, -2.2, 20.9, 7.7, -1.3
Cc1cc(Cl)ccc1NC(=O)C1CCN(S(C)(=O)=O)CC1
  -3.1, 4.8, -0.3, 1.2, -2.8, 0.0, 1.8, 4.3, -0.2
COc1cc(/C=C2/C(=O)N(c3ccc(C)c(C)c3)N=C2C)cc([N+](=O)[O-])c1O
  23.2, -15.1, 10.9, -0.4, 10.2, 3.7, 7.6, 7.9, 2.2
Cc1ccc(Cn2c(C3CCCN3c3nc(-c4ccc(F)cc4)cs3)nc3cc(Cl)c(Cl)cc32)cc1 (stereo not given)
  6.5, -22.4, 3.1, 0.5, -5.6, -2.3, -4.4, 12.2, -10.2
CSc1ccccc1NC(=O)C1CCCO1 (stereo not given)
  0.8, -1.0, -4.3, 3.3, 0.3, -0.3, 0.6, 3.7, -0.2
Cc1ccc(OC(=O)Cn2c(C(F)(F)F)nc3ccccc32)cc1
  16.5, 7.2, 4.2, 7.6, -9.5, 0.0, -3.6, -9.1, -5.0
O=C(CN(C(=O)c1csnn1)c1cccc2c1CCCC2)NC1CCCC1
  -2.6, -8.7, 3.8, 0.8, -2.3, -0.4, -1.0, 0.9, -0.3
CCCCSc1nc2[nH]ncc2c(=O)[nH]1
  -8.2, -12.1, -0.2, 1.9, -3.2, -0.8, 2.2, 7.4, -1.8
CCC(=O)Nc1cccc(C2=NOC3(C2)C[C@H](C(N)=O)N(C(=O)CC#N)C3)c1 (stereo not given in full)
  2.1, 10.8, -1.4, 2.2, 3.1, 4.3, -0.1, 5.0, 1.2
O=C(NC1CCOc2ccccc21)c1ccc(=O)[nH]c1 (stereo not given)
  -2.5, 2.4, 0.1, 4.4, -0.8, -2.0, 1.3, 7.3, 2.0
